GALK inh: qHTS Assay for Inhibitors of Human Galactokinase (GALK). P51570. Purified GALK, Kinase-Glo residual ATP luminescence. Potency, µM (doses to about 57.5 µM), for inactives: at the highest dose activity change, negative = inhibition, actives largely listed as inhibitors. hit rate 0.007% among 270,000; note: potency is the fitted concentration of half-maximal effect; % is set by controls: 0 for no effect and ±100 for the full control effect
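Human GALK (5 nM) with 35 uM ATP and 100 uM galactose in 20 mM HEPES pH 8.0, 5 mM MgCl2, 60 mM NaCl, 1 mM DTT, 0.01% BSA. After 1 h at room temperature, leftover ATP was read by Kinase-Glo Plus luminescence.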
MLL CXXC-DNA inh: qHTS Fluorescence Polarization Assay for Inhibitors of MLL CXXC domain - DNA interaction. Potency, µM (top dose mostly 115 µM), without a hit: top-dose activity change, negative = inhibition, hits mostly inhibitors. MLL-CXXC / FITC-HOXA9 DNA fluorescence polarization. hit rate 0.037% among 290,000; active = well fitted inhibition curve with a large enough effect in the polarisation, with a control signal flat, not every such curve was filed as active; inconclusive = small, poorly fitted or top-dose-only effect, or effect the other way, or a change in a side signal; inactive = no such curve, though single readings can be large or run the other way; the % refers to the polarisation; note: potency is the fitted concentration of half-maximal effect
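Purified MLL-CXXC (added from a 7 uM solution) was preincubated 5 min at ambient with pinned compounds in 50 mM Tris-HCl pH 7.5, 50 mM NaCl, 1 mM DTT, 0.05% BSA. Fluorescein-labeled HOX-A9 DNA (50 nM solution) followed, 30 min, then polarization read.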
A-T KAP1 phos: qHTS Assay for Identifying a Potential Treatment of Ataxia-Telangiectasia; […] A-T fibroblasts, KAP-1 phosphorylation AlphaLISA; neocarzinostatin DNA damage 30 min before lysis; Potency, µM (top dose mostly 57.5 µM), inactives show top-dose activation, usual class: activators; hit rate 0.19% among 320,000; note: potency is the fitted concentration of half-maximal effect; % of control where 0% means no effect; nearly all actives have a fitted effect of over 45% in size
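hTERT-immortalized A-T patient fibroblasts ([…]), 500 cells/well in OPTI-MEM, 1% FBS, got compounds for 60 min, then NCS for 30 min at 37C. Lysates were then assayed for phospho-KAP-1 by AlphaLISA (anti-pKAP1 donor, anti-KAP1 acceptor beads), 6 hr at 25C.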
Giardia kill: Small Molecules that selectively kill Giardia lamblia: qHTS. Giardia lamblia trophozoite viability. hit rate 0.15% among 340,000. activity change, % at 7.66 µM, hits read low. AID 540267, 2011; in the data active = activity change below about -80%; inconclusive = between about -30% and that limit;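 note: parasites exposed to compound for two days anaerobically before the ATP read; % is set by controls: 0 for no effect and ±100 for the full control effect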
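Luminescence from cellular ATP indicates surviving trophozoites (100 cells/well) following 48 hrs anaerobic compound treatment at 37 deg C; signal develops 15-30 min at room temperature.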
FBPA coupling cs: qHTS Assay for Inhibitors of Fructose-1,6-bisphosphate Aldolase from Giardia Lamblia: Coupling assay counterscreen. coupling enzyme system counterscreen, AmpLite Red fluorescence. activity change, negative = inhibition, % at 58.2 µM, hits read low. hit rate 0.67% among 290,000. AID 2472, 2010; in the data active = activity change below about -30%; note: % is set by controls: 0 for no effect and ±100 for the full control effect
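First, compound is pin-transferred into glyceraldehyde-3-phosphate coupling-enzyme reagent at 57.5 uM final and held 10 min at RT. Next, substrate, coupling system and AmpLite Red are added. After 20 min RT, fluorescence (525/598 nm) is read.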
Tb PFK inh: qHTS Assay to Find Inhibitors of T. brucei phosphofructokinase; T. brucei PFK, ADP-Glo luminescence; hit rate 0.17% among 330,000; AID 485367, 2010; Potency, µM (highest dose often 57.5 µM), for inactives: at the highest dose activity, negative = inhibition, actives largely listed as inhibitors; ATP-dependent 6-phosphofructokinase (Trypanosoma brucei brucei), O15648;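 note: potency is the fitted concentration of half-maximal effect; 0% = uninhibited 1x PFK enzyme wells and -100% = no-enzyme wells; nearly all actives have a fitted effect of over 60% in size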
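PFK 1.25 nM, F6P 0.5 mM, ATP 0.1 mM, 0.1 M TEA pH 8.0, 5 mM MgCl2, 0.01% Tween20, 0.1% BSA; 45 min RT. ADP-Glo readout. qHTS titration up to 57 uM; curves fitted, compounds curve-classed.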
TSHR antag: Antagonists of the Thyroid Stimulating Hormone Receptor: HTS campaign; activity change, negative = inhibition, % at 11.5 µM; hit rate 0.2% among 330,000; Thyrotropin receptor (Homo sapiens), P16473; TSHR-expressing cells, TSH-stimulated cAMP HTRF, 2 h; stronger effect = lower value;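 active = activity change below a set negative limit, meaning inhibition stronger than a set level, cut at about -70% in these data; inconclusive = activity change between two set negative limits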; note: % is set by controls: 0 for no effect and ±100 for the full control effect
Target sequence (P16473 whole entry, looked up): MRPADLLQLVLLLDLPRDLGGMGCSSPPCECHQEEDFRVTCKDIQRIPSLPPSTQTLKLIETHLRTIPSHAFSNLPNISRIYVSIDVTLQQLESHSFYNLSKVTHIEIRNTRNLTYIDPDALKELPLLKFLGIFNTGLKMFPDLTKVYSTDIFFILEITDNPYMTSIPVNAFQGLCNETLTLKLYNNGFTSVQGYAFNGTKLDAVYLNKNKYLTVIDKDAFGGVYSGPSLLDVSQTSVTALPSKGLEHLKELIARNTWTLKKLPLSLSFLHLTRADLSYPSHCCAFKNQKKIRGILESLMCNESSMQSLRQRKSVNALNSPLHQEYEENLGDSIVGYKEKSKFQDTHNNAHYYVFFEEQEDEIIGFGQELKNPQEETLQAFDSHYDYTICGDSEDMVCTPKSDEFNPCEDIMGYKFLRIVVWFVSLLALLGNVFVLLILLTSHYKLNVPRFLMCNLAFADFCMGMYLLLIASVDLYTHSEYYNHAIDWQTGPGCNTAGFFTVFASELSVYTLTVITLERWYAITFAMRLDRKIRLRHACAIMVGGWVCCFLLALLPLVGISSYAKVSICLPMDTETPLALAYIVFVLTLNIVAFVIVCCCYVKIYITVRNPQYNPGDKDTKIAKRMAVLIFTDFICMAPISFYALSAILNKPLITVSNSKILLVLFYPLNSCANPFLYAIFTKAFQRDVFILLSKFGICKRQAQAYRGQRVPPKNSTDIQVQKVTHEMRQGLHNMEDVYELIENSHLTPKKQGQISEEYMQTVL
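TSHR-expressing cells, 200/well, pre-treated with compound, then stimulated with EC80 TSH (4nM final) for 2 hours at 37 deg C. cAMP measured by competitive HTRF: anti-cAMP cryptate antibody in lysis buffer plus cAMP-d2, read after 30 minutes at room temperature.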
KCNH2 WT inh: qHTS for Inhibitors of KCHN2 3.1: Wildtype qHTS; U2OS, BacMam KCNH2, thallium flux FluxOr; stronger effect = lower value; activity change, % at 1.84 µM; hit rate 0.37% among 340,000;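 active = maximum activity change below -70%; inconclusive = maximum activity change between -70% and -50%; inactive = maximum activity change above -50%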; note: % is set by controls: 0 for no effect and ±100 for the full control effect
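U2OS cells were transduced with wild-type KCNH2 virus (2.03 x 10^8 / mL) for 4 h at room temperature, then cultured overnight at 37 C. Thallium flux was read with FluxOr dye. Rate constants were normalized to DMSO controls.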
TCR activator: Activators of T cell receptors: qHTS campaign; primary human leukocytes, anti-CD3, IL-2 HTRF, 48 h; Potency, µM (top dose mostly 9.22 µM), for the others: at the highest dose activation of IL-2 secretion, actives largely listed as activators; 330,000 tested, under 10 active; note: % of control where 0% means no effect
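Compounds are tested in HTS on primary human leukocytes co-incubated with a-CD3 beads for 48 hr. IL-2 output is measured by time-resolved FRET.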
BCR signal inh: qHTS Assay to Find Inhibitors of Chronic Active B-Cell Receptor Signaling; Potency, µM (highest dose often 46.1 µM), inactives show at the top dose ratio change, negative = lower green/red ratio, actives largely listed as inhibitors; ABC-DLBCL IkBa-CBG/CBR reporter, luminescence ratio, 4 h; hit rate 0.05% among 340,000; active = well fitted inhibition curve with a large enough effect in the signal ratio, with a control signal flat, not every such curve was filed as active; inconclusive = small, poorly fitted or top-dose-only effect, or effect the other way, or a change in a side signal; the % refers to the signal ratio;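 note: potency is the fitted concentration of half-maximal effect; plate controls were basal doxycycline-induced cells for no effect and cells given 10 µM MG132 for full effect; MG132 reads +100%, hits lower the ratio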
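Concentration-response series (up to 46 uM) were applied to TMD8 dual-reporter cells for 4 h at 37C with doxycycline. Green/red ratio, after filter-overlap correction, defined %Activity; red signal alone was normalised to basal cells and zero luminescence.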
* marks the source's active call; other numbers are inactive results; i = inactive; ? = inconclusive; . = no result given; & = joins results of further samples; [ ] = another dose, or the depositor's remark. Unless noted, calls come from the whole dose curve; as a rule, active = well fitted curve in the direction sought with a large enough effect; inconclusive = small, poorly fitted or top-dose-only effect, or another doubt; inactive = no such curve, though single readings can be large; an effect the other way counts as inactive or inconclusive. Random draw from the library; 1.6% or so of the library scored in one or more.

SMILES	GALK inh	MLL CXXC-DNA inh	A-T KAP1 phos	Giardia kill	FBPA coupling cs	Tb PFK inh	TSHR antag	KCNH2 WT inh	TCR activator	BCR signal inh
O=C(C1Cc2ccccc2O1)N1CCCCC1 (stereo not given)	-3%	16%	-3%	-1	-2	-5%	-3	-11	9%	3%
CCC/S(CC1CC1(Cl)Cl)=N\S(=O)(=O)c1ccc(C)cc1 (stereo not given)	-1%	-1%	-2%	-5	-2	-4%	2	-15	.	?
Cc1ccc(C)c(NC(=S)N=Nc2c(O)n(C)c3ccc(S(=O)(=O)N4CCOCC4)cc23)c1	0%	13%	0%	-8	-3	-8%	-1	7	-9%[46.1 µM]	?
COc1ccc(S(=O)(=O)NC(CC(=O)O)c2ccco2)cc1 (stereo not given)	.	4%	-5%	12	2	-1%	-5	-1	-4%	?
CC(=O)Nc1nonc1-c1nc2ccccc2n1CC1CC1	0%	8%	3%	10	-3	-9%	-1	3	1%	2%
Cc1ccc(S(=O)(=O)NC2(C(F)(F)F)NC(=O)N(c3ccccc3F)C2=O)cc1 (stereo not given)	-2%	-4%	5%	9	6	0%	-7	-7	0%	5%
NC(=O)CC(NC(=O)Cc1cccc2ccccc12)c1ccc(NCCOc2ccccc2)c([N+](=O)[O-])c1 (stereo not given)	0%	31%	9%	17	2	4%	5	.	-1%	?
Cc1cc(N2C(=O)C(O)=C(C(=O)c3cc4ccccc4o3)C2c2ccc(Br)cc2)no1 (stereo not given)	-4%	-9%	3%	14	.	1%	27	-12	-2%	7%
COc1ccc(S(=O)(=O)N2CCCCC2)cc1NS(=O)(=O)c1ccccc1F	-2%	3%	0%	11	5	1%	-2	-2	-2%	-10%
COc1cc(NC2c3ccccc3C(=O)N2Cc2ccccc2Cl)cc(OC)c1OC (stereo not given)	1%	-15%	24%	-2	-6	5%	12	5	13%	5%
CCS(=O)(=O)N1CCN(S(=O)(=O)c2ccc3ccccc3c2)CC1	3%	-8%	3%	3	4	0%	-1	2	0%	4%
Cc1ccc(CSCC(=O)N2CCN(c3ccc(F)cc3)CC2)cc1	3%	-6%	6%	10	1	13%	-4	-5	0%	0%&-2%
Cc1ccc(C(=O)Cn2nc(C(=O)O)c3ccccc3c2=O)cc1C	-2%	39%[activator]	0%	-24	1	-2%	-4	-5	0%	7%
Cc1ccc(-c2nc(SC(C)C(=O)N3CCCC3)n[nH]2)cc1 (stereo not given)	.	.	0%	-10	.	-1%	2	1	-1%	7%
CCCCCCCCCC(=O)N[C@H](CN1CCOCC1)[C@H](O)c1ccccc1	.	.	.	-12	1	.	.	-1	-1%	.
CCOC(=O)c1c(-c2ccc(C)o2)csc1NC(=O)CN1CCOCC1	2%	-3%	-4%	2	-1	-13%	-10	6	-5%	9%
CCOC(=O)CSC(C)C(=O)Nc1nnc(C(C)C)s1 (stereo not given)	0%	-3%	-2%	-3	-3	0%	-1	-15	10%[46.1 µM]	0%
CCC1(C)Cc2c(C#N)c(N)n(N)c(=S)c2CO1 (stereo not given)	3%	1%	-1%	6	-1	-5%	-3	-5	-10%[46.1 µM]	3%
COc1ccc(CC(=O)Nc2sc3c(c2C#N)CC(C)(C)NC3(C)C)cc1OC	1%	-2%	5%	9	3	0%	-5	9	-2%	-1%
Cc1ccc(S(=O)(=O)Cn2nnnc2CN2CCN(Cc3ccc4c(c3)OCO4)CC2)cc1	-1%	-6%	5%	-2	1	0%	-4	0	-6%	0%

Seven entries from above, ordered by length of the SMILES, lowest first.
SMILES	GALK inh	MLL CXXC-DNA inh	A-T KAP1 phos	Giardia kill	FBPA coupling cs	Tb PFK inh	TSHR antag	KCNH2 WT inh	TCR activator	BCR signal inh
CCC1(C)Cc2c(C#N)c(N)n(N)c(=S)c2CO1 (stereo not given)	3%	1%	-1%	6	-1	-5%	-3	-5	-10%[46.1 µM]	3%
Cc1ccc(CSCC(=O)N2CCN(c3ccc(F)cc3)CC2)cc1	3%	-6%	6%	10	1	13%	-4	-5	0%	0%&-2%
Cc1ccc(-c2nc(SC(C)C(=O)N3CCCC3)n[nH]2)cc1 (stereo not given)	.	.	0%	-10	.	-1%	2	1	-1%	7%
CCS(=O)(=O)N1CCN(S(=O)(=O)c2ccc3ccccc3c2)CC1	3%	-8%	3%	3	4	0%	-1	2	0%	4%
Cc1ccc(S(=O)(=O)NC2(C(F)(F)F)NC(=O)N(c3ccccc3F)C2=O)cc1 (stereo not given)	-2%	-4%	5%	9	6	0%	-7	-7	0%	5%
Cc1ccc(C)c(NC(=S)N=Nc2c(O)n(C)c3ccc(S(=O)(=O)N4CCOCC4)cc23)c1	0%	13%	0%	-8	-3	-8%	-1	7	-9%[46.1 µM]	?
NC(=O)CC(NC(=O)Cc1cccc2ccccc12)c1ccc(NCCOc2ccccc2)c([N+](=O)[O-])c1 (stereo not given)	0%	31%	9%	17	2	4%	5	.	-1%	?

(next part)
SMILES	GALK inh	MLL CXXC-DNA inh	A-T KAP1 phos	Giardia kill	FBPA coupling cs	Tb PFK inh	TSHR antag	KCNH2 WT inh	TCR activator	BCR signal inh
COC(CNC(=O)c1cc(-c2ccncc2)nc2ccc(S(=O)(=O)N3CCOCC3)cc12)OC	7%	-2%	2%	?	2	2%	-2	.	-1%	-1%
OCCCNc1nccc(-c2cc(Nc3cccc(Cl)c3)ncn2)n1	-2%	1%	16%	1	-3	2%	-22	-1	-9%	?
O=C(Oc1ccc(Cl)c(Cl)c1)C1=CC=CN2CCS(=O)(=O)N=C12	.	.	1%	-13	.	?	.	-2	6%	-1%
Cc1cc(C)n(CC(=O)c2cccc(N)c2)n1	-2%	16%	2%	2	-1	0%	-1	10	2%	3%
CCN(CC)S(=O)(=O)c1cccc(NC(=O)COC(=O)CCC(=O)c2ccc(F)cc2)c1	-1%	2%	6%	-11	1	0%	20	6	-4%[46.1 µM]	2%
OC(CNCc1ccc(Cl)cc1)(c1ccccc1)c1ccc(F)cc1 (stereo not given)	6%	2%	3%	6	-1	1%	6	3	-7%	8%
c1ccc2c3c(c(CN4CCCCC4)cc2c1)COC3	-1%	-4%	6%	11	3	3%	13	-1	4%	12%
Cc1cc(Oc2ccc(C)c(Cl)c2)nc(SCC(=O)c2ccccc2)n1	0%	0%	-8%	24	2	-2%	-19	-7	-2%[46.1 µM]	3%
Cc1ccc(-c2csc3nc(-c4ccncc4)[nH]c(=O)c23)cc1	-4%	44%[activator]	6%	25	1	0%	-11	6	3%	7%
COc1cccc(NC(=O)C(=S)NC2CCCCC2)c1	-1%	3%	7%	3	1	0%	-2	5	1%	?
CC1CCCC(NC(=O)COC(=O)CSc2ccc3ccccc3c2)C1C (stereo not given)	0%	18%	-2%	17	-1	-6%	4	i	-13%[46.1 µM]	0%
Nc1nc2ccccc2cc1S(=O)(=O)c1ccccc1	7%	9%	4%	16	5	-2%	-4	8	7%	0%
COc1ccc(Nc2nc(-c3sc(N)nc3C)cs2)cc1	-2%	16%	-17%	-21	-12	-4%	-2	1	-6%	?
Cc1scc(C(=O)NNC(=S)NCC2CCCO2)c1-c1ccccc1 (stereo not given)	2%	-1%	-1%	-22	2	2%	-2	8	?	-3%
CC(C)(C)NC(=O)NC(=O)CSc1nnc(COc2ccccc2Cl)o1	-2%	-11%	-4%	-9	1	-2%	19	-4	8%	2%
Cc1csc(NC(=O)c2ccc3c(=O)n4c(nc3c2)CCCCC4)n1	2%	-7%	-4%	-4	0	1%	-13	7	1%[46.1 µM]	?
Cn1c2ccccc2c(=O)c2c(=O)n(C3CCCCC3)c(-c3ccco3)nc21	0%	19%	-3%	-5	12	4%	5	-42	-7%[46.1 µM]	-9%
Cc1cc(C)n2nc(CC(=O)NC3CCCCCCC3)nc2n1	3%	-4%	-2%	20	4	-6%	5	3	-3%	?
COc1ccc(N2CCN(Cc3nc4c(c(=O)[nH]c(=O)n4C)n3Cc3cccc(Cl)c3)CC2)cc1	2%	6%	0%	-14	0	-1%	-5	12	0%	0%
COC(=O)c1sc2nc(C)nc(SCC(=O)N3CCC(C(=O)O)CC3)c2c1C	0%	2%	-2%	16	4	1%	7	.	11%	10%
